Bioassay records (PubChem BioAssay)
CXCR6 inh: blocks human CXCR6 beta-arrestin recruitment; O00574; CHO-K1 PathHunter CXCR6 beta-arrestin, luminescence; inhibition, % at 20 µM; actives 0.36% (n = 360,000); AID 602244; in the data active means inhibition above about 34%, passing the limit was not always enough;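 further: antagonist mode with CXCL16 agonist at 10 nM final; 0% = 10 nM CXCL16 with DMSO and 100% = unstimulated wells without agonist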
Target sequence (O00574 whole entry, looked up): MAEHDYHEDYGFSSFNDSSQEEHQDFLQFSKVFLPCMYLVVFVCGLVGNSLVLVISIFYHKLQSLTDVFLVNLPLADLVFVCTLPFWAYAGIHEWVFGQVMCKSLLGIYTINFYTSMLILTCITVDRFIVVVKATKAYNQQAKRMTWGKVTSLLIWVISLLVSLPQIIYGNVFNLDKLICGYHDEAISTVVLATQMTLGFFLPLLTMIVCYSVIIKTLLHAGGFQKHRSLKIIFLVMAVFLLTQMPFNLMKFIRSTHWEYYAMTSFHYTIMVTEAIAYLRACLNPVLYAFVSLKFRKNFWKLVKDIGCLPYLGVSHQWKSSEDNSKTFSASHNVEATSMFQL
APJ antagonist: blocks the human apelin receptor APJ; CHO-K1 APJ beta-arrestin complementation, luminescence; inhibition, % at 20 µM; actives 0.32% (n = 330,000); AID 2521;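 active means inhibition above about 40% at 20 µM, limit read from the data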;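 further: cells challenged with 10 nM apelin-13 agonist together with compound; plate controls were apelin-13 plus DMSO wells for no effect and DMSO wells lacking apelin-13 for full effect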
Target sequence (P35414 whole entry, looked up): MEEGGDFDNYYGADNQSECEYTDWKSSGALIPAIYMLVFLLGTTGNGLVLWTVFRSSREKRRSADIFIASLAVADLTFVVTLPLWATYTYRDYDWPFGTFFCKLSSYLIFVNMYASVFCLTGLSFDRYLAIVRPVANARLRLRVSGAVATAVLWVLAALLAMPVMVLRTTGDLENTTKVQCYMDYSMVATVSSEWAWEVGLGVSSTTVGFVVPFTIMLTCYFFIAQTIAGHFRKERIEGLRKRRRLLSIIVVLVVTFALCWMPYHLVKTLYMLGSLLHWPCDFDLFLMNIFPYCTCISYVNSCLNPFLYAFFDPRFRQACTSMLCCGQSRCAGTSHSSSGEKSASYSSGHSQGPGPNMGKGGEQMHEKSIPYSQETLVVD
tim10-1 inh: tim10-1 yeast growth inhibition; inhibition, % at 20 µM; actives 2.2% (n = 330,000); S. cerevisiae tim10-1 ts strain growth, BacTiter-Glo, 24 h;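 active means inhibition of at least 40%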;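 further: mutant grown at 25 °C; 0% = DMSO wells with yeast and 100% = wells holding no yeast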
CHOP UPR activ: activators of apoptotic arm of unfolded protein response (CHOP); CHO-CHOP luciferase reporter, UPR activation, luminescence; percent of tunicamycin response over DMSO baseline; activation, % at 10 µM; actives 0.34% (n = 330,000); AID 449763;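 active means at 10 µM dose, activation of 40% or more, normalized to positive control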;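 further: 100% = tunicamycin at 10 µg/mL and 0% = DMSO alone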
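System: CHO-CHOP luciferase reporter cell line; amount: 500 cells/well; buffer or medium: F12 medium containing 10% fetal bovine serum; incubation: 6 h compound exposure at 37 °C after overnight seeding; measured by: luciferase luminescence after 10 min with Steady-Glo reagent; evaluation: % reporter activation, DMSO baseline versus tunicamycin full activation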
Mdm2-MdmX inh: disrupts the human Mdm2-MdmX interaction | O15151+Q00987 | inhibition, % at 8 µM | AID 485346 | SaOS-2 split-luciferase Mdm2/MdmX complementation, luminescence | actives 3% (n = 330,000);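 active means inhibition of at least 50% at 8 µM in the primary screen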
APJ ag: APJ receptor agonism; P35414; CHO-K1 APJ PathHunter beta-arrestin, luminescence; 0% DMSO wells, 100% apelin; activation, % at 20 µM; actives 0.11% (n = 330,000); AID 2520;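 active means activation more than six SD over the plate average, tested at 20 µM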;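 further: 0% = DMSO alone and 100% = apelin-13 at 10 nM; some results filed as inactive read as strong as hits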
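Test system – PathHunter CHO-K1 APJ (AGTRL-1) beta-arrestin reporter cells · Input – 1000 cells/well · Compound – single test compound dose, 20 µM final, 1% DMSO · Times – compound stimulation 90 min at 25 °C, detection 60 min · Technique – beta-gal luminescence · Read-out basis – APJ–arrestin association signal · Control set – negative DMSO alone, positive Apelin-13 at 10 nM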
tim23-1 inh: inhibits growth of tim23-1 mutant yeast. AID 463212. actives 1.3% (n = 330,000). inhibition, % at 20 µM. S. cerevisiae tim23-1 growth, BacTiter-Glo luminescence, 24 h;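 active means growth inhibition of the mutant yeast at or above 50%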;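 further: temperature-sensitive mutant grown at 25 °C; plate controls were DMSO-treated mutant yeast for no effect and medium wells lacking yeast for full effect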
XBP1 UPR activ: activators of adaptive arm of unfolded protein response (XBP1). activation, % at 20 µM. CHO-XBP1 luciferase reporter, IRE1-XBP1 UPR activation, luminescence; percent of tunicamycin response, DMSO as zero. actives 0.33% (n = 330,000);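 active means versus positive control, 20 µM dose yields 30% or more activation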;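 further: 100% = tunicamycin at 10 µg/mL and 0% = DMSO only wells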
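Assay system: CHO-XBP1 luciferase reporter cells; Schedule: 6 h treatment, 37 °C; Detection: glow luminescence from Steady-Glo reagent; Benchmarks: high control tunicamycin 10 µg/mL final, low control DMSO vehicle only.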
TIM10 inh: inhibits growth of TIM10 yeast strain. inhibition, % at 10 µM. AID 463195. S. cerevisiae TIM10 strain growth, BacTiter-Glo luminescence, 24 h. actives 1.4% (n = 330,000);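 active means inhibition of 40% or more at the single tested concentration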;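 further: wild-type TIM10 isogenic control strain grown at permissive 25 °C; 0% = DMSO yeast wells and 100% = minimal medium wells without yeast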
* hit, by the source's call; nt = not tested or not shown; & = joins results of further samples. Not all compounds are listed, so the mix of outcomes need not match the whole.

(1) COC(=O)c1ccc(/C=N/NC(=O)c2cccc(F)c2)cc1
(2) Cc1ccc(-n2c(Cc3cccn3C)nnc2SCC(=O)N2CCc3ccccc32)cc1
(3) Cc1ccccc1C(=O)NC(=S)NC1CC1
(4) COc1cc(S(=O)(=O)Nc2ccccc2C(=O)N2CCCCC2)ccc1NC(C)=O
(5) Cc1ccc(C2(c3noc(CN(C)CCO)n3)CCCC2)cc1
(6) Cc1ccc(SCc2cn3ccccc3n2)cc1
(7) CCC(C)(CC(=O)O)CC(=O)Nc1cc(C(F)(F)F)cc(C(F)(F)F)c1 (stereo unspecified)
(8) O=C(c1ccc(CS(=O)(=O)c2ccccc2)o1)N1CCN(c2ncccn2)CC1

compound no.	1	2	3	4	5	6	7	8
CXCR6 inh	-10	14	8	1	-4	-2	-6	1
APJ antagonist	-24	7	11	4	0	0	7	11
tim10-1 inh	7	43*	11	5	15	16	-1	-2
CHOP UPR activ	4.4	0.5	1.4	1.1	-0.8	4.4	0.1	-1.3
Mdm2-MdmX inh	-32	44	32	28	-9	-199	-16	20
APJ ag	-4	-5	-3	-4	2	-5	6	-3
tim23-1 inh	11	35	56*	5	8	18	1	-4
XBP1 UPR activ	-2	-3	2	-3	2	-1	2	-3
TIM10 inh	-5	33	20	3	8	6	-4	-1

(9) O=C(NC(=S)Nc1ccc2oc(=O)ccc2c1)c1ccccc1F
(10) CN(CC(=O)Nc1ccc2c(c1)OCCO2)S(=O)(=O)c1ccc(Br)s1
(11) Cc1ccccc1/[N+]([O-])=C/c1cccs1
(12) CCOC(=O)c1c(C)[nH]c(C(=O)OCC(=O)Nc2ccc(OC)c(Cl)c2)c1C
(13) COc1cc(/C=C2\SC(=Nc3cccnc3)NC2=O)cc(OC)c1OC
(14) COc1ccc(C(O)(CC(C)C)C(CN2CCOCC2)c2ccccc2)cc1 (stereo unspecified)
(15) CC(C)c1nc(-c2ccccn2)no1
(16) Cc1ccc(-c2c(NC(=O)C(C)C)n(C)c3ccccc3c2=O)cc1

compound no.	9	10	11	12	13	14	15	16
CXCR6 inh	20	-2	-8	5	4	13	0	3
APJ antagonist	-1	-4	-2	3	4	14	18	-9
tim10-1 inh	5	13	-2	16	8	34	9	10
CHOP UPR activ	0.3	2.1	-0.5	-2.1	-0.8	0.0	1.2	0.1
Mdm2-MdmX inh	13	-1	8	29	16	77*	24	7
APJ ag	-3	-2	-3	-5	-3	-3	-4	-2
tim23-1 inh	8	32	8	-8	3	32	3	11
XBP1 UPR activ	-1	-5	-4	1	10	2	0	-2
TIM10 inh	-7	5	-12	9	-13	20	1	7

(17) Cc1cc(CNC(=O)c2cccnc2Cl)c2ccccc2n1
(18) Cc1cccc(-c2cc3nc4c(c(N5CCCC(O)C5)n3n2)CCC4)c1 (stereo unspecified)
(19) O=C1c2ccccc2C(=O)N1c1cccc2ccccc12
(20) CS(=O)(=O)N(CC(=O)N1CCCCC1)c1ccc(Cl)c(C(F)(F)F)c1
(21) CCN(CC)S(=O)(=O)c1cccc(-c2nnc(SCC(=O)N3CCC(C(=O)O)CC3)n2N)c1
(22) O=C1CCCC(O)=C1C=NCCc1ccccc1
(23) O=C1/C(=C/c2c[nH]c3ccccc23)CCC/C1=C\c1c[nH]c2ccccc12
(24) O=C(Nc1ccccc1C(=O)NCCCN1CCOCC1)c1ccc(Cl)cc1

compound no.	17	18	19	20	21	22	23	24
CXCR6 inh	-6	1	2	2	5	-9	0	1
APJ antagonist	8	-3	17	-10	-3	8	-4	-13
tim10-1 inh	-4	47*	-3	8	-7	-12	30	17
CHOP UPR activ	-1.0	0.3	-0.2	-1.1	0.0	-1.7	2.7	0.8
Mdm2-MdmX inh	10	22	6	0	2	21	21	-2
APJ ag	0	0	-3	-5	-3	-4	-2	10
tim23-1 inh	8	39	6	16	9	-4	28	13
XBP1 UPR activ	-4	6	-6	-1	3	-1	-1	-6
TIM10 inh	-5	16	0	-18	3	-4	32	12

A few values from the results shown.
CS(=O)(=O)N(CC(=O)N1CCCCC1)c1ccc(Cl)c(C(F)(F)F)c1 in CHOP UPR activ shows -1.1
O=C(c1ccc(CS(=O)(=O)c2ccccc2)o1)N1CCN(c2ncccn2)CC1 in CHOP UPR activ shows -1.3

Next compounds.
(25) COc1cccc(CN(C)C(=O)c2ccc(C)c(S(=O)(=O)N3CCCCC3)c2)c1
(26) CCCN(CC(=O)Nc1ccccc1C)C(=O)C1CC(=O)N(Cc2ccccc2)C1 (stereo unspecified)
(27) COc1ccc(N2CCN(C(c3cc(OC)ccc3OC)c3nnnn3CC3CCCO3)CC2)cc1 (stereo unspecified)
(28) CCOC(=O)N1CCC(NC(=O)CCC(=O)N2CC(C)Oc3ccc(Cl)cc32)CC1 (stereo unspecified)
(29) CN(C)c1ccc(P(=O)(OC2CCCCC2)C(Nc2ccccc2)c2cccnc2)cc1 (stereo unspecified)
(30) CC[C@H]1c2[nH]c3ccccc3c2C[C@H]2C(=O)N(c3ccc(F)cc3)C(=O)N21
(31) c1ccc(Cn2ncc3c(N4CCOCC4)ncnc32)cc1
(32) Cc1cc(Cl)ccc1NC(=O)C1CCCN1C(=O)c1cccs1 (stereo unspecified)

compound no.	25	26	27	28	29	30	31	32
CXCR6 inh	8	-4	5	2	5	-8	-3	-10
APJ antagonist	26	-8	-7	7	10	-12	22	1
tim10-1 inh	18	2	17	-9	16	6	11	8
CHOP UPR activ	-0.5	1.6	1.0	1.4	0.6	-3.1	-2.9	-1.6
Mdm2-MdmX inh	18	-43	-11	-7	8	32	9	26
APJ ag	-4	3	-4	-1	0	3	-2	-2
tim23-1 inh	34	9	-2	-1	17	-9	4	9
XBP1 UPR activ	-4	-1	0	-7	0	-3	3	-3
TIM10 inh	20	-3	11	5	12	-13	-2	11

(33) CCC(=O)Nc1ccc(Nc2nc(Cl)nc(Nc3ccc(NC(=O)CC)cc3)n2)cc1
(34) CC(CNC(=O)CN1C(=O)NC2(CCCCC2C)C1=O)c1ccccc1 (stereo unspecified)
(35) CN(Cc1cccs1)C(=O)Cn1cnc2ccccc2c1=O
(36) Cc1ccc(NC2c3ccccc3C(=O)N2CCN2CCOCC2)cc1 (stereo unspecified)
(37) CCN(CC)C(=O)CSC(=Nc1ccccc1F)NC#N
(38) CCCNC(=O)NC1CCCCCCC1
(39) CC(C)OC(=O)C1C(=O)CC(C)(O)C(C(=O)OC(C)C)C1c1ccc(F)cc1 (stereo unspecified)
(40) CC(=O)N1CC2(C)CN(C(C)=O)CC(C)(C1)C2=O

compound no.	33	34	35	36	37	38	39	40
CXCR6 inh	-4	0	7	2	-5	4	2	-1
APJ antagonist	-2	6	1	17	-5	-1	-10	-11
tim10-1 inh	10	7	-46	-6	18	1	8	11
CHOP UPR activ	1.1	3.7	0.7	0.4	1.7	0.1	-1.1	-2.1
Mdm2-MdmX inh	19	1	-18	8	-39	-21	-14	1
APJ ag	1	-6	0	1	-1	-2	3	3
tim23-1 inh	-3	21	24	-5	22	14	22	7
XBP1 UPR activ	0	-4	2	-2	4	2	0	-1
TIM10 inh	0	-1	0	-9	-2	-14	19	-1

2 compounds from above, reduced to Mdm2-MdmX inh:
No. | compound | Mdm2-MdmX inh
33 | CCC(=O)Nc1ccc(Nc2nc(Cl)nc(Nc3ccc(NC(=O)CC)cc3)n2)cc1 | 19
40 | CC(=O)N1CC2(C)CN(C(C)=O)CC(C)(C1)C2=O | 1

The results go on.
(41) CCSc1nnc(CCNS(=O)(=O)c2ccc(C(C)=O)cc2)n1C
(42) CCCN(C(=O)c1ccco1)c1nnc(-c2ccncc2)s1
(43) COc1ccccc1/C=N/N1C(=O)C(CC(=O)Nc2ccc([N+](=O)[O-])cc2OC)SC1=Nc1cccc(C)c1C (stereo unspecified)
(44) CC(=O)c1c(C)[nH]c(C(=O)CN2C(=O)NC3(CCCCC3C)C2=O)c1C (stereo unspecified)
(45) S=C(NCCCN1CCOCC1)NC1CCCC1
(46) Cc1ccc([N+](=O)[O-])cc1S(=O)(=O)Nc1ccc(C(=O)N(C)C)cc1
(47) Brc1ccc2[nH]c3nc(SCCN4CCOCC4)nnc3c2c1
(48) CC1=C(C(N)=O)C(c2cccs2)NC(=O)N1 (stereo unspecified)
(49) COc1ccc(CN2CCN(Cc3ccccc3)C(CCO)C2)cc1OC (stereo unspecified)
(50) CCOC(=O)c1cc2sccc2n1CCCN1C(=O)c2ccccc2C1=O

compound no.	41	42	43	44	45	46	47	48	49	50
CXCR6 inh	-2	-1	nt	-8	-4	6	2&-7	-4	-3	-2
APJ antagonist	-4	-30	5	13	-4	5	29&17	-1	7	13
tim10-1 inh	-5	-35	12	7	6	-4	7&5	-2	5	18
CHOP UPR activ	2.0	-1.2	0.9	1.6	-1.0	-1.1	3.7&0.7	0.5	-0.4	0.9
Mdm2-MdmX inh	2	11	65*	35	12	-25	46&-16	-27	12	15
APJ ag	1	-1	-4	-4	-1	-3	-2&0	-2	-3	-7
tim23-1 inh	-7	1	12	10	2	-5	9&2	4	1	20
XBP1 UPR activ	4	0	-1	-2	-2	-5	6&-2	5	-1	-1
TIM10 inh	9	-3	19	-5	11	-1	3&8	-25	-11	-1

By substructure, those above containing a COOH group (2)
(7) CCC(C)(CC(=O)O)CC(=O)Nc1cc(C(F)(F)F)cc(C(F)(F)F)c1 (stereo unspecified)
(21) CCN(CC)S(=O)(=O)c1cccc(-c2nnc(SCC(=O)N3CCC(C(=O)O)CC3)n2N)c1

compound no.	7	21
CXCR6 inh	-6	5
APJ antagonist	7	-3
tim10-1 inh	-1	-7
CHOP UPR activ	0.1	0.0
Mdm2-MdmX inh	-16	2
APJ ag	6	-3
tim23-1 inh	1	9
XBP1 UPR activ	2	3
TIM10 inh	-4	3
